CHRM4 agonist – CHRM4 agonism in calcium assay | P08173 | CHO-K1 hM4/Gqi5, Fluo-8 calcium fluorescence; vehicle 0%, full acetylcholine response 100% | activation, % at 3 µM | 360,000 compounds, 0.14% hits | AID 624127;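 active = activation above the run mean over all test wells plus 3 SD, cut at about 32% in these data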;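 note: peak over basal fluorescence ratio per well then scaled between controls; 0% = DMSO wells and 100% = acetylcholine at EC100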
Target sequence (P08173 whole entry, looked up): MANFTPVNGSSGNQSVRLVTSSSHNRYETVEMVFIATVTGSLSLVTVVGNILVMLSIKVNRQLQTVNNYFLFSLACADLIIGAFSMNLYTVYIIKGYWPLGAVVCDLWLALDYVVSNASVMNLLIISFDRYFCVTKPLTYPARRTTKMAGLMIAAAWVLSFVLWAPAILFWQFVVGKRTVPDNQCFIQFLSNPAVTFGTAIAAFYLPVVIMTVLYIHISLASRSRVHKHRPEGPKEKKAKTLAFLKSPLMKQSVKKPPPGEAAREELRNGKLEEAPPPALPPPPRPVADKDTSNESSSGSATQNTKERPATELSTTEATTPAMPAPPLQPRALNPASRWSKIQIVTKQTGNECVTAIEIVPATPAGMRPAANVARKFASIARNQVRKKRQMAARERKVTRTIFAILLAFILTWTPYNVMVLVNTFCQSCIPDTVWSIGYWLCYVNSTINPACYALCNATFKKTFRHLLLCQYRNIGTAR
CHRM5 antagonist – antagonists of human muscarinic M5 receptor (CHRM5); P08912; CHO-hM5 cells, Fluo-8 calcium fluorescence, ACh EC80; inhibition, % at 3 µM; 360,000 compounds, 0.59% hits; AID 624040;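 active = inhibition above a per-plate cutoff, the mean of that plate's test compounds plus 3 SD, cut at about 27% in these data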;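 note: 0% = acetylcholine EC80 with DMSO and 100% = DMSO without agonist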
Target sequence (P08912 whole entry, looked up): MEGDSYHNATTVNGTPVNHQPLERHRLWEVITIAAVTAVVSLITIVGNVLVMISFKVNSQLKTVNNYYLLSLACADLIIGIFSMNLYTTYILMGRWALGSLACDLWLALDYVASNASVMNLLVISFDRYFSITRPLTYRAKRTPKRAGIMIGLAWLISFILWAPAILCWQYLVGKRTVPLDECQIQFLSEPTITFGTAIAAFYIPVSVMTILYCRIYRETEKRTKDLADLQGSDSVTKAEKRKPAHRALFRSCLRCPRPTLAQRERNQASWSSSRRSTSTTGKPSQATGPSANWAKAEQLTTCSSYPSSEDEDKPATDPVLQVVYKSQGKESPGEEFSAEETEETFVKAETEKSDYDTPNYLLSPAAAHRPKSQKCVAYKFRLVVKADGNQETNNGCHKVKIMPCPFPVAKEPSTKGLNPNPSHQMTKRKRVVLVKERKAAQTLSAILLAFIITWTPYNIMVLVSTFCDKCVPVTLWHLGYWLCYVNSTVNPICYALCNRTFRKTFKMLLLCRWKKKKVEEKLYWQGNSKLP
CHRM4 antagonist – CHRM4 antagonism in calcium assay; P08173; CHO-hM4 cells, ACh EC80, Fluo-8 calcium fluorescence; inhibition, % at 3 µM; 360,000 compounds, 0.73% hits;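 active = inhibition above its plate's cutoff, the mean inhibition of sample wells plus 3 SD, cut at about 27% in these data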;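 note: 0% = acetylcholine EC80 with DMSO and 100% = DMSO without agonist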
M5 ag – CHRM5 agonism in calcium assay. 360,000 compounds, 0.19% hits. P08912. AID 624037. CHO-K1 hM5 cells, Fluo-8 calcium fluorescence; 0% DMSO wells, 100% maximal acetylcholine response. activation, % at 3 µM;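 active = activation above the run's mean over test compounds plus 3 SD, cut at about 23% in these data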;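 note: signal is peak over basal fluorescence ratio across the kinetic read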
M5 PAM – positive allosteric modulators of human muscarinic M5 receptor; activation, % at 3 µM; AID 624038; CHO-K1 hM5, Fluo-8 calcium, ACh EC20 PAM; 0% = ACh EC20, 100% = ACh EC100; 360,000 compounds, 0.3% hits; P08912;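 active = activation above the run cutoff, the mean activation of all test compounds plus 3 SD, cut at about 18% in these data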
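System – CHO-K1 hM5 cells · Compound – 3 µM, single dose · Incubation – compound preincubation 140 s before EC20 acetylcholine addition · Technique – Fluo-8 calcium fluorescence · Measure – Max/basal fluorescence ratio as % of EC20–EC100 ACh window · Benchmarks – low control EC20 acetylcholine (0%), high control EC100 acetylcholine (100%) · Replication – singlicate, one well per test compound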
CHO-K1 Ca antag – counter-screen for M1 antagonists: effect in parental CHO-K1 cells | AID 602250 | 360,000 compounds, 0.6% hits | ATP-induced calcium, Fluo-8 fluorescence | inhibition, % at 3 µM;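 active = inhibition above a per-plate cutoff, the plate's mean sample inhibition plus 3 SD, cut at about 24% in these data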;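 note: 0% = DMSO plus EC80 ATP and 100% = DMSO alone without ATP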
M1 ag parental – M1 agonist counterscreen hit in parental CHO-K1 cells; 360,000 compounds, 0.48% hits; activation, % at 3 µM; Fluo-8 calcium fluorescence; scaled to maximal ATP response, vehicle zero; AID 602248; in the data active = activation above about 15%;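 note: untransfected CHO-K1 host cells lacking M1 receptor as counterscreen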
M4 PAM – CHRM4 positive allosteric modulation | P08173 | CHO-K1 hM4/Gqi5, Fluo-8 calcium fluorescence, ACh EC20; 0% = ACh EC20, 100% = maximal ACh | activation, % at 3 µM | 360,000 compounds, 0.4% hits;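 active = activation above its plate's cutoff, the mean activation of sample wells plus 3 SD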; note: some results filed as inactive read as strong as hits
M1 PAM parental – counter-screen for M1 PAMs: effect in parental CHO-K1 cells; ATP EC20, Fluo-8 calcium fluorescence; 0% at ATP EC20, 100% at ATP max; activation, % at 3 µM; 360,000 compounds, 0.02% hits; AID 602247;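 active = activation above the run cutoff, the mean activation of all test compounds plus 3 SD, cut at about 40% in these data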;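 note: peak over basal fluorescence ratio in a 140 s read after ATP addition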
* marks the source's active call; other numbers are inactive results.

SMILES	CHRM4 agonist	CHRM5 antagonist	CHRM4 antagonist	M5 ag	M5 PAM	CHO-K1 Ca antag	M1 ag parental	M4 PAM	M1 PAM parental
O=C(NNC(=O)C1CC=CCC1C(=O)O)c1cccs1 (configuration not stated)	1.4	2.3	-2.6	-1.5	-2.0	-2.0	-0.1	0.6	-4.4
CCc1nnc(SCC(=O)N2CCCC(N3CCN(c4ccccc4C)CC3)C2)o1 (configuration not stated)	3.5	8.6	7.2	-5.0	-1.4	-7.4	10.8	-0.2	11.3
CC(NC(=O)C12CC3CC(CC(C3)C1)C2)C(=O)N/N=C/C1=C(N2CCOCC2)C(=C\c2ccccc2)/CC1 (configuration not stated)	-0.3	1.9	4.8	-0.8	-1.7	-6.2	0.3	6.7	25.4
COc1ccc(NC(=S)NCCC2=CCCCC2)cc1OC	0.5	7.5	-11.2	-2.2	2.6	-22.5	2.0	3.7	20.5
CCN(CC(=O)Nc1c(F)cccc1F)C(=O)CC1CCCC1	0.3	7.3	-18.8	-2.6	-1.2	8.1	0.0	6.4	-5.9
COCCN(CC(=O)Nc1cccc(S(=O)(=O)N2CCCC2)c1)Cc1nc2ccccc2c(=O)[nH]1	2.6	5.9	2.3	-6.8	-0.3	-11.2	0.2	-4.8	11.4
COCCCn1c(C(=O)N2CCOCC2)cc2c(=O)n3cccc(C)c3nc21	3.5	1.6	-3.8	-2.6	-4.1	0.0	1.5	-2.9	9.7
CSc1nnc2c3ccccc3n(Cc3ccccc3)c2n1	0.1	5.6	7.0	-1.5	-8.1	-5.9	0.1	4.4	16.1
CCOC(=O)CNC(=S)n1ncnc1N	1.0	1.6	-3.5	-1.4	-2.4	0.9	0.3	5.1	9.2
CCOC(=O)c1ccc(-n2c(CN3CCN(CCO)CC3)nc3ccc([N+](=O)[O-])cc3c2=O)cc1	5.3	7.8	-2.8	3.2	-3.7	-6.8	2.7	-1.6	1.2
Cc1ccc(N2CC(C(=O)Nc3ccc(S(=O)(=O)Nc4nccc(C)n4)cc3)CC2=O)cc1 (configuration not stated)	0.1	0.1	-2.4	-1.9	2.0	7.8	0.0	7.4	13.0
CC(=O)Nc1ccc(NC(=O)c2ccc(N(Cc3ccccc3C)S(C)(=O)=O)cc2)cc1	0.5	0.6	5.8	-0.1	-1.2	0.7	0.7	6.0	-6.6
CCOc1ccc(-c2ccc(SCC(=O)NCC3CCCO3)nn2)cc1 (configuration not stated)	0.1	9.6	1.3	-4.8	1.8	0.1	-0.3	-7.0	-9.2
Cc1c(Cl)c(C(F)F)nn1CC(=O)NC1C(=O)N2C(C(=O)O)=C(CSc3nnnn3C)CSC12 (configuration not stated)	0.0	3.6	1.1	4.0	1.4	-12.1	0.9	8.3	20.8
O=C1NCC(=O)N2CCC[C@@H]12	1.4	2.6	-5.9	3.5	6.8	7.0	0.2	9.3	5.9
Cc1cc(C(=O)NNC(=O)NC(C)C)no1	-1.2	14.4	-26.7	-2.9	-12.0	-7.2	-0.2	8.4	4.2
O=C(c1cc(COc2cccc3cnccc23)on1)N1CCCC(CCCO)C1 (configuration not stated)	28.8	23.1	17.8	5.9	-33.5	21.5	21.9*	-17.1	-28.1
N#Cc1ccccc1OCCCN1CCC(C(O)(c2ccccc2)c2ccccc2)CC1	14.2	10.7	27.1*	-3.2	-20.1	-5.0	2.5	-13.3	7.2
COC(=O)c1cc(O)cc(OC)c1C(=O)c1c(O)cc(C)cc1O	-0.8	13.9	16.2	2.4	-5.0	8.7	-0.7	0.8	1.4
O=C1OCC(CO)(CO)N=C1NNc1ccc(Cl)c(Cl)c1	3.1	-0.7	1.8	3.5	-0.8	-19.0	1.7	0.2	7.6

A draw from above in order of molar mass, highest first.
SMILES	CHRM4 agonist	CHRM5 antagonist	CHRM4 antagonist	M5 ag	M5 PAM	CHO-K1 Ca antag	M1 ag parental	M4 PAM	M1 PAM parental
COCCN(CC(=O)Nc1cccc(S(=O)(=O)N2CCCC2)c1)Cc1nc2ccccc2c(=O)[nH]1	2.6	5.9	2.3	-6.8	-0.3	-11.2	0.2	-4.8	11.4
COCCCn1c(C(=O)N2CCOCC2)cc2c(=O)n3cccc(C)c3nc21	3.5	1.6	-3.8	-2.6	-4.1	0.0	1.5	-2.9	9.7
O=C1OCC(CO)(CO)N=C1NNc1ccc(Cl)c(Cl)c1	3.1	-0.7	1.8	3.5	-0.8	-19.0	1.7	0.2	7.6
Cc1cc(C(=O)NNC(=O)NC(C)C)no1	-1.2	14.4	-26.7	-2.9	-12.0	-7.2	-0.2	8.4	4.2

Other entries follow:
SMILES	CHRM4 agonist	CHRM5 antagonist	CHRM4 antagonist	M5 ag	M5 PAM	CHO-K1 Ca antag	M1 ag parental	M4 PAM	M1 PAM parental
CCn1nc(C(=O)NNC(=O)CCOc2cc(C)ccc2C)c2ccccc2c1=O	1.2	4.4	1.9	-3.0	-3.4	5.0	4.2	1.0	5.0
COc1cc([N+](=O)[O-])ccc1NC(=O)CC(C)C	-1.0	0.3	7.2	-2.8	-0.1	-12.9	-0.3	0.1	24.4
N#CCc1ccc(Oc2ccc([N+](=O)[O-])cn2)cc1	0.0	11.3	-8.9	-2.5	1.1	-8.2	1.0	-8.2	11.7
CN(C)c1ccc(C=C2SC(=S)NC2=O)cc1	3.4	3.1	4.3	22.9	-10.6	4.3	6.4	-0.9	-4.3
CCOC(=O)c1nn(-c2ccc(C)c(C)c2)cc1O	0.3	-6.6	-19.3	-5.7	3.0	-12.8	-0.8	-0.1	-1.2
COCCCn1nnnc1SCC(=O)N1c2ccccc2CC1C (configuration not stated)	0.2	-2.6	0.6	-4.4	-8.4	-14.7	1.0	-3.2	-0.7
COc1ccc(C(=O)N2CCc3cc(OC)c(OC)cc3C2c2ccc(OC)c(OC)c2)cc1OC (configuration not stated)	0.5	0.3	-2.0	-2.5	-1.0	-0.4	-0.2	-0.8	0.8
CCCCNC(=O)c1cc(S(=O)(=O)N2CCCCC2)oc1C	2.5	-7.1	-0.8	-2.6	3.9	-7.8	1.8	-3.3	6.9
CCO[C@@H]1OC(C(=O)O)=C[C@H](C)[C@H]1CCCO	0.5	5.1	11.1	-1.9	7.5	-7.2	0.3	0.4	6.4
Cn1c(=O)[nH]c(=O)c2c1nc(N1CCCC1)n2CCO	0.9	-10.8	-1.0	1.0	3.6	-8.0	0.4	-0.1	12.5
CCOC(=O)C1=C(c2ccccc2)NC(SCC(=O)Nc2cccc(C)c2)=C(C#N)C1c1ccco1 (configuration not stated)	0.6	15.1	10.8	1.0	-12.2	-8.4	0.7	-8.4	12.6
CCC(C)(C)n1nnnc1C(c1ccc(OC)c(OC)c1)N1CCN(c2ccc(OC)cc2)CC1 (configuration not stated)	0.3	-3.0	-5.4	-7.9	3.4	-14.6	0.5	9.3	12.6
CC(C)(C)Nc1nc(Nc2ccc([N+](=O)[O-])cc2)nc(NC(C)(C)C)n1	5.6	22.6	20.2	2.8	-1.2	3.0	1.3	15.4*	26.7
Cc1ccc2c(c1)N(CCC(=O)NCCCN1CCCC1)C(=O)C(C)O2 (configuration not stated)	1.2	8.1	-6.3	-5.2	0.9	13.8	-0.6	-5.6	10.8
Cc1ccc(OCC(=O)Nc2ccc(S(=O)(=O)Nc3cc(C)nc(C)n3)cc2)cc1	1.0	9.7	8.1	-4.1	-3.1	-14.3	0.6	2.8	15.5
COC(=O)[C@@]1(C)[C@H]2C(=O)N(Cc3ccccc3)C(=O)[C@H]2[C@H]2CN=C(SCc3ccc(C)cc3)N21	0.4	1.0	-7.4	0.6	-0.5	-22.4	0.6	1.9	23.6
FC(F)(F)c1cccc(NCc2n[nH]c(=S)n2C2CCCCC2)c1	1.6	-3.3	3.4	-10.9	0.0	-20.2	0.6	-13.9	2.1
COc1ccc(OC)c(C(=O)NC(CC(N)=O)c2ccc(NCC3CC3)c([N+](=O)[O-])c2)c1 (configuration not stated)	1.6	8.0	-1.8	2.6	-3.0	-1.8	-0.1	0.8	-4.1
COC(=O)/C(=C\Nc1ccccc1)NC(=O)c1ccc(Cl)cc1Cl	0.5	-7.0	2.6	-0.1	4.0	-0.9	0.6	0.7	6.6
O=C1C2C3C=CC(O3)C2C(=O)N1N=C1CCCCC1 (configuration not stated)	0.9	4.5	-7.8	4.0	4.1	-12.0	1.6	11.3	17.0
CC(C)Cn1cnc2c(SCc3ccccc3F)nc(N)nc21	2.9	5.7	8.7	0.9	-5.0	-12.4	0.3	-2.2	10.7
CCOC(=O)C1=C(C)NC(=S)N(C=O)C1c1ccccc1 (configuration not stated)	0.2	4.5	-10.2	-4.1	-2.8	0.6	-0.3	14.9	5.3
O=C1CCCN1CCCNc1nc(NCc2ccccc2)nc2ccsc12	144.6*	90.3*	95.8*	84.9*	-21.9	84.2*	86.2*	-14.9	-15.6
CCOC(=O)NC(Nc1ncccn1)(C(F)(F)F)C(F)(F)F	0.3	-0.1	1.5	-1.1	-1.3	1.6	0.1	8.2	9.2
CC(C)OC(=O)NC(C)(C)COC(=O)Nc1cccc(Cl)c1	6.2	12.1	8.1	-2.5	-12.0	4.7	4.5	-10.3	-0.8
CC(Sc1nnc(C(C)Oc2ccc(F)cc2)o1)C(=O)NCc1ccc2c(c1)OCO2 (configuration not stated)	1.9	0.9	-14.8	-0.4	-5.7	5.2	-0.1	3.3	1.2
CCCC(=O)Nc1cc(S(=O)(=O)N(CC)CC)ccc1Cl	1.3	-3.0	-5.3	0.2	5.4	-10.6	0.8	4.9	25.0
Cc1c(CC(=O)O)c(=O)oc2c(C)c3occ(-c4ccc(Br)cc4)c3cc12	1.3	-3.1	-15.4	-2.1	4.2	-8.2	-0.8	3.3	11.3
CCCNC(=S)N1CCC(C(=O)c2ccc(Cl)cc2)CC1	10.3	8.7	6.9	8.0	-7.5	-3.4	7.1	-5.6	19.0
C=CCOc1ccc2c(c1)C(=NO)c1cc(OCC=C)ccc1-2	6.9	-4.2	-14.3	7.5	-2.5	-16.9	0.1	11.9	11.0
CCC(=O)NCCc1nc2cc(NC(=O)COc3ccccc3)ccc2n1C	1.2	5.6	-9.2	-2.0	-2.1	14.5	0.0	5.7	10.1
O=C(CN1CCS(=O)(=O)CC1)N/N=C/c1cccc(C(F)(F)F)c1	0.5	14.1	1.4	-3.4	-3.5	-2.2	0.7	-0.3	-3.0
O=C(NCCCc1ccccc1)c1c(O)nc2sccn2c1=O	-1.6	4.4	-4.8	6.1	-5.1	2.9	-0.5	21.2	-9.8
CC1=CC(C)(C)N(C(=O)CSc2nnc(C)s2)c2ccc(C)cc21	-0.7	-4.0	-2.6	-5.6	-0.1	-25.2	-0.8	5.9	14.8
O=C(N/N=C/c1cc(Br)cc(Br)c1O)c1cccc(S(=O)(=O)N2CCOCC2)c1	1.1	-11.8	-7.1	5.4	13.1	-12.9	0.5	15.9	13.8
CCC(NC(=O)NCCCn1ccnc1)(C(F)(F)F)C(F)(F)F	0.8	-2.9	-1.0	0.6	-1.2	-9.9	0.3	-4.6	16.6
Cc1ccc2cc(C=O)c(Cl)nc2c1	0.0	-8.0	-5.1	-2.9	-5.5	-10.5	-0.1	13.1	24.7
CCN(CC)c1ccc(NC(=O)COC(=O)Cc2ccsc2)cc1	-0.6	2.8	1.5	-2.7	3.2	0.7	0.7	5.0	2.6

From PubChem
